ARFGAP1 inh – inhibitors of rat ARFGAP1 GAP activity, primary screen, biochemical, fluorescence polarization, GDP tracer | hit rate 0.26% among 360,000 | ADP-ribosylation factor GTPase-activating protein 1 (Rattus norvegicus), Q62848 | Arfgap1-stimulated ARF1 GTP hydrolysis, GDP FP detection | AID 651572, 2012 | inhibition, % at 16.5 µM;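 active = inhibition above a per-plate limit, mean inhibition of low control wells plus 3 SD, cut at about 25% in these data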;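 also: 0% = DMSO wells with enzyme and 100% = wells lacking Arfgap1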
Target sequence (Q62848 1-136 limits assumed): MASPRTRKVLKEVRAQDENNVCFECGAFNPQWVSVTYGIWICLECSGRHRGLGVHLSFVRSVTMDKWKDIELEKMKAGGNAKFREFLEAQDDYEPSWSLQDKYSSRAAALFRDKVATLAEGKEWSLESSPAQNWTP
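Material: rat Arfgap1 GAP domain (His6, aa 1-136), purified enzyme. Also added: human ARF1(Δ1-17)-GTP substrate. Compound dosing: 16.5 µM single point, 1.26% DMSO. Timing: enzyme reaction 120 min at 25 °C after 20 min preincubation. Signal: GDP detection by fluorescence polarization. Read-out basis: percent inhibition of GAP-stimulated GDP formation, scaled between DMSO and no-Arfgap1 medians.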
FXN GAA850 act – FXN promoter activators, primary screen, cell-based, luciferase luminescence, HEK293 lucGAA850; activation, % at 6 µM; hit rate 0.56% among 360,000; HEK293 lucGAA850 FXN promoter luciferase reporter, 24 h; percent of 10 µM SAHA response;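 active = activation above the average of all compounds screened plus 3 SD, cutoff fixed separately per campaign, cut at about 7.5% in these data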;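 also: 0% = DMSO wells and 100% = 10 µM SAHA wells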
KLK7 zymogen act – proKLK7 zymogen activators, primary screen, biochemical, fluorescence intensity | Kallikrein-7 (Homo sapiens), P49862 | purified proKLK7, EDANS-DABCYL substrate fluorescence; 100% is mature enzyme control, 0% vehicle | activation, % at 7 µM | hit rate 0.9% among 370,000 | AID 652039, 2013;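 active = activation above the mean of all tested compounds plus 3 SD, computed per campaign excluding outliers beyond control limits, cut at about 13% in these data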
HGIII-sPLA2 inh – human group III sPLA2 inhibitors, primary screen, biochemical, QFRET, BODIPY PC-A2 liposome substrate. AID 743126, 2013. inhibition, % at 12.2 µM. Group 3 secretory phospholipase A2 (Homo sapiens), Q9NZ20. QFRET BODIPY PC-A2 liposome hydrolysis, fluorescence. hit rate 0.56% among 370,000;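 active = inhibition above mean plus 3 SD of compounds lying within the high and low control bounds, cut at about 19% in these data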;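 also: 0% = median of test compound wells and 100% = no enzyme DMSO wells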
rCAG binder – binders of r(CAG) RNA repeats, primary screen, biochemical, fluorescence; r(CAG) RNA repeat, TO-PRO-1 dye displacement fluorescence; inhibition, % at 3 µM; hit rate 1.3% among 370,000; AID 651821, 2012;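 active = inhibition above the plate cutoff, the mean of all test compounds on that plate plus 3 SD, cut at about 35% in these data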;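 also: 0% = DMSO alone and 100% = 100 µM mitoxantrone as full dye displacement; higher means more dye released from RNA so lower well fluorescence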
GC-A act – GC-A stimulated cGMP production enhancers – HEK293 GC-A cells, cGMP TR-FRET, EC30 ANP, primary screen. activation, % at 10 µM. 0% at EC30 ANP, 100% saturating ANP. hit rate 0.14% among 370,000. Atrial natriuretic peptide receptor 1 (Homo sapiens), P16066; in the data active = activation above about 40%
DDE Tn6 FP inh – inhibitors of Tn6 peptide binding to fibrin DD(E), primary screen, biochemical, fluorescence polarization, human fibrin, Tn6 probe; Fibrinogen beta chain (Homo sapiens), P02675; Fibrin DD(E) TRITC-Tn6 fluorescence polarization displacement; inhibition, % at 8.3 µM; hit rate 0.21% among 370,000; AID 720509, 2013;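 active = inhibition above a per-campaign cutoff: mean of compounds within control limits plus 3 SD, cut at about 15% in these data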;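 also: 0% = median of all compound wells on the plate and 100% = blocking peptide control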
Target sequence (P02675 whole entry, looked up): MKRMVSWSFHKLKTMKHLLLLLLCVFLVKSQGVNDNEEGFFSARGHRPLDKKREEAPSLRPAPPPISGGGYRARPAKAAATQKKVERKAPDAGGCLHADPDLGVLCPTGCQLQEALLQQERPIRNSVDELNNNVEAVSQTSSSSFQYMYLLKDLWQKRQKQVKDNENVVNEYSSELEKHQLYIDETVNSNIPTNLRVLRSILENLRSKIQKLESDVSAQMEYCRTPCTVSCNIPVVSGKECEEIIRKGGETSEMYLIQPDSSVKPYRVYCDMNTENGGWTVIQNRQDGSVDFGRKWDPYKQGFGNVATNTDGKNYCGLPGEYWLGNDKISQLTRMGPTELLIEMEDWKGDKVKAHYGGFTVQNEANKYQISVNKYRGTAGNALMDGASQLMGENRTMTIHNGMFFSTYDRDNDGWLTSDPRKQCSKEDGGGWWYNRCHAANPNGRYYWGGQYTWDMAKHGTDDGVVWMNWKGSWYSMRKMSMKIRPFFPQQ
NPR2 activator – human GC-B receptor activators, primary screen, HEK293 GC-B cells, cGMP TR-FRET, EC30 CNP | hit rate 0.11% among 370,000 | activation, % at 10 µM | 0% at EC30 CNP, 100% saturating CNP | Atrial natriuretic peptide receptor 2 (Homo sapiens), P20594 | AID 1920062, 2024;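 active = activation at 10 µM reaching about 35% in either raw or pattern-adjusted values, limit read from the data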
ADAM10 inh – human ADAM10 inhibitors, primary screen, biochemical, QFRET, HTS | recombinant ADAM10, EDANS/DABCYL FRET peptide cleavage, 3 h | Disintegrin and metalloproteinase domain-containing protein 10 (Homo sapiens), O14672 | hit rate 0.62% among 370,000 | AID 720582, 2013 | inhibition, % at 7 µM;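 active = inhibition above a per-campaign cutoff equal to the mean of compounds falling between control-based bounds plus 3 SD, cut at about 20% in these data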;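 also: 0% = DMSO wells while the 100% control is not disclosed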
ASAP1 inh – inhibitors of human ASAP1 ArfGAP activity, primary screen, biochemical, fluorescence polarization. ASAP1-stimulated ARF1 GTP hydrolysis, GDP FP detection. inhibition, % at 16.5 µM. hit rate 0.19% among 360,000. AID 624377, 2012; in the data active = inhibition above about 25%;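 also: 0% = vehicle with enzyme and substrate and 100% = no enzyme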
Target sequence (Q9ULH1 325-724 limits assumed): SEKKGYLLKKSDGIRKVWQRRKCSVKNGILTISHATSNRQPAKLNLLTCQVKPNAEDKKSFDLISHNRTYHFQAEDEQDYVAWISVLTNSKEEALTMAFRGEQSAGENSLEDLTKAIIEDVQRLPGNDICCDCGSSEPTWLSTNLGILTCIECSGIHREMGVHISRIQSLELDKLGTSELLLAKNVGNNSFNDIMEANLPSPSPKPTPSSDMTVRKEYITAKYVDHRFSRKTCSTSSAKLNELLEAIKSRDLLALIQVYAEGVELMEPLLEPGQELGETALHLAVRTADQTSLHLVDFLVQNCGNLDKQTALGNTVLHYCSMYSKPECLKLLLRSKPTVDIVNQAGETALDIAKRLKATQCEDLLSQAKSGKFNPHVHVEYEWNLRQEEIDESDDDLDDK
The depositor's hits bear a star; i = inactive; x = not tested or not shown.

Under each structure – ARFGAP1 inh	FXN GAA850 act	KLK7 zymogen act	HGIII-sPLA2 inh	rCAG binder	GC-A act	DDE Tn6 FP inh	NPR2 activator	ADAM10 inh	ASAP1 inh
1. CCCN(C(=O)Cn1c(C(F)(F)F)nc2ccccc21)C1CCS(=O)(=O)C1 (stereo not drawn)
    5	-0.6	0.0	11	-2	0	-1	3	-17	-8
2. O=C1CN(C(=O)COC(=O)/C=C/c2ccco2)c2ccccc2N1
    -1	-0.1	-0.4	6	0	-2	4	3	-11	13
3. CCOC(=O)C1CCN(C(=O)c2cccc(NS(=O)(=O)c3ccc(F)c(F)c3)c2)CC1
    6	0.5	-0.1	-17	4	1	-4	2	-5	-16
4. O=C(Nc1ccc(O)c2c(=O)cc(-c3cccc(Cl)c3)oc12)c1cccc(Cl)c1
    -9	-0.2	-0.7	7	11	1	-5	0	5	1
5. Nn1cnc2c([nH]c3ccccc32)c1=O
    12	1.9	-0.6	11	1	1	-10	-1	-34	6
6. CCOCCCN(C(=O)Cn1nnc(-c2ccc(C)o2)n1)C(C(=O)NC1CCCC1)c1ccc(C)o1 (stereo not drawn)
    0	-1.3	0.0	-3	-6	1	1	2	-3	-2
7. C/C(CC(=O)Nc1ccc(Cl)cc1Cl)=N\NC(=O)C(=O)NCCO
    -1	-2.3	-0.1	2	3	4	-11	4	-2	9
8. COc1ccccc1NC(=O)C1CCOC1=O (stereo not drawn)
    1	0.6	0.2	-25	-1	2	9	-2	4	-9
9. COc1ccc(NC(=O)CSc2nncs2)cc1S(=O)(=O)N1CCCCC1
    -3	0.9	0.2	7	5	1	-4	5	-13	1
10. CC(NC(=O)c1ccco1)c1ccc2c(c1)OCCO2 (stereo not drawn)
    4	-2.0	0.2	1	3	-2	-5	4	3	2
11. Cc1nnc(N2C(=O)C(=O)/C(=C(/O)c3ccc4c(c3)OCCO4)C2c2cccc([N+](=O)[O-])c2)s1 (stereo not drawn)
    -1	2.6	-0.1	-8	28	0	2	8	4	8
12. COc1ccc(N2C(=O)C(O)C2c2ccc(C)cc2)cc1 (stereo not drawn)
    0	1.6	-0.4	11	-4	1	-3	1	-11	13
13. Cc1ccc(-c2cc(C(=O)NCCN3CCOCC3)no2)cc1
    3	-1.2	0.4	7	-4	5	2	2	5	5
14. O=C(COc1ncnc2ccccc12)N1CCN(S(=O)(=O)c2ccccc2)CC1
    0	-0.1	-0.6	3	2	-3	2	-3	-17	2
15. CC[C@@H](C)[C@H](NC(=O)CCc1c(C)c2cc3c4c(oc3c(C)c2oc1=O)CCCC4)C(=O)O
    -15	-6.5	-2.1	-15	37*	6	0	-1	i	-1
16. O=C(Cn1cc(C(=O)C2CC2)c2ccccc21)Nc1ccccc1Cl
    -8	-1.3	0.2	1	5	5	-2	6	-3	-1
17. COc1cc(Br)c(S(=O)(=O)Nc2c(C)n(C)n(-c3ccccc3)c2=O)cc1OC
    4	0.9	0.2	1	1	1	-1	4	-9	4
18. CCc1nc(SCC(=O)Nc2cc(C)on2)n[nH]1
    0	0.2	0.2	3	-3	-2	-3	5	-6	2
19. CC(C)C[C@H](NC(=O)CC[C@H]1O[C@@H](n2ccc(=O)[nH]c2=O)[C@H](O)[C@@H]1O)C(=O)O
    -8	x	-0.3	-4	3	3	8	-5	2	-10
20. COc1ccc(C2C(C#N)=C(SC)NC3=C2C(=O)CC(C)(C)C3)cc1 (stereo not drawn)
    0	0.7	0.9	-14	1	-1	-2	2	-35	11
21. CCCNC(=O)C1CCN(S(=O)(=O)c2c(C)noc2/C=C\c2ccc(OC)cc2)CC1
    -3	0.5	-0.8	9	5	3	0	-4	-14	4
22. CCN(CC)CCNCC1C(=O)O[C@@H]2C[C@@]3(C)CCC[C@H](C)C3=C[C@H]12 (stereo partly drawn)
    0	-1.7	-0.9	4	-5	2	-1	3	-5	3
23. Cc1ccc(-n2cc(CNCCn3nc(C)cc3C)c(-c3ccc(F)cc3)n2)cc1
    5	-0.5	0.6	-17	-5	-7	0	-8	6	18
24. CC(=O)c1cccc(NC(=O)CN2CCc3cc4c(cc3C2)OCCCO4)c1
    5	-0.7	1.0	-3	-1	-2	7	3	-18	-14
25. CCN(CC(=O)Nc1ccccc1OC)C(=O)CN1C(=O)NC(C)(c2ccccc2)C1=O (stereo not drawn)
    3	1.4	0.1	-2	0	1	-1	3	-7	-7
26. CN(C)C(=O)c1c2c(nc3ccccc13)-c1ccccc1CC2
    1	-2.7	0.2	-6	-3	2	-2	5	-135	-1
27. CCCCCCSc1nsc(N)n1
    -8	4.2	0.1	-9	-3	0	4	-8	5	-6
28. COn1c2c(c3c4nonc4ccc31)CCCC2
    -4	1.4	5.1	-5	9	18	0	17	-63	2
29. O=C(COC(=O)c1cccc(OC(F)F)c1)Nc1cc(S(=O)(=O)N2CCCC2)ccc1Cl
    4	-0.5	0.4	-9	9	-1	2	-3	10	18
30. CCCS(=O)(=O)c1ccc(COC(=O)c2ccc(NC(C)=O)cc2)cc1
    12	1.4	0.0	-3	-1	1	-7	2	-2	7
31. CC(=O)c1ccc2c(c1)N(C)c1ccccc1S2
    3	4.5	2.0	13	3	4	6	-3	8	-4
32. COC(=O)c1ccc2c(=O)n(CCCN3CCOCC3)c(=S)[nH]c2c1
    1	0.9	0.7	2	-4	4	0	-1	-11	-2
33. O=C(CN(C(=O)CCC(=O)Nc1ccccn1)c1ccc2c(c1)OCO2)NCc1ccco1
    0	2.7	-0.8	1	-1	-2	4	-1	6	-4
34. CC(=O)N1CCN(C(=O)c2cc(S(=O)(=O)Nc3ccc(S(C)(=O)=O)cc3)ccc2Cl)CC1
    12	0.1	-0.3	-1	6	-1	-2	0	0	10
35. C[C@H](CO)N1C[C@H](C)[C@@H](CN(C)Cc2ccncc2)Oc2ccc(NC(=O)CCCCCC(=O)Nc3ccccc3N)cc2C1=O
    -2	1.1	2.5	-11	-3	2	-11	7	-12	3
36. O=C(CN1CCN(S(=O)(=O)c2ccc(Br)cc2)CC1)N/N=C/c1ccc(Cl)c([N+](=O)[O-])c1
    22	0.1	0.4	-15	10	-13	6	-8	26*	10
37. CCOC(=O)C[C@H]1c2cc(C(F)(F)F)ccc2S(=O)(=O)N1Cc1ccccc1
    3	0.1	0.8	-1	-6	0	4	-4	9	-6
38. COc1cccc(NC(=O)CC2C(=O)NCCN2C(=S)Nc2ccc(F)cc2)c1 (stereo not drawn)
    12	-0.3	0.1	5	5	0	-3	-2	-2	12
39. O=C(Nc1ccc(S(=O)(=O)Nc2ncccn2)cc1)c1cccc([N+](=O)[O-])c1
    3	0.2	0.0	3	2	1	1	-4	-7	4
40. O=C(CCc1ccccc1)NNC(=S)Nc1ccc(F)cc1
    -4	1.8	0.0	13	-1	1	2	3	1	-13
41. CC(C)(C)OC(=O)N/N=C/c1cccn1-c1ccc([N+](=O)[O-])cc1
    11	0.9	0.2	-7	14	3	-2	7	6	14
42. CCS(=O)(=O)c1ccc(O)c(NC(=O)COc2ccc(OC)cc2)c1
    11	1.0	-0.7	-3	-1	0	-7	0	-1	-6
43. COc1ccc(-c2cc(NC=O)c3ncc(-c4cc(OC)c(OC)c(OC)c4)n3c2)c(OC)c1
    -4	3.7	-0.1	-11	9	23	2	28	-33	-1
44. CCCCNc1nc(Nc2ccc(C)c(Cl)c2)c2cnn(C)c2n1
    2	0.3	-0.5	-11	19	4	5	15	-6	1
45. C=CCc1ccccc1OCC(=O)O
    -8	-2.2	-0.1	6	-1	1	0	5	-10	-5
46. CNCCC=C1c2ccccc2C=Cc2ccccc21
    -8	0.8	-0.4	5	12	-29	0	-23	-1	1
47. Nc1ncc(S(=O)(=O)c2ccc(Cl)cc2)c(N)n1
    10	1.6	-0.5	13	1	4	2	0	9	-15
48. O=C(OCC(=O)N1CCN(S(=O)(=O)c2ccc(Cl)cc2)CC1)c1cccc(OC(F)F)c1
    0	-1.4	-0.1	-13	-5	-4	0	3	0	-7
49. Cc1ccc(S(=O)(=O)Nc2ccc3c(c2)nc(C)n3C)cc1
    -3	1.0	0.2	-1	-4	-1	2	1	-6	13
50. O=C(NC(Nc1nc2ccc([N+](=O)[O-])cc2s1)(C(F)(F)F)C(F)(F)F)c1cccnc1
    6	-12	-0.3	-15	12	18	1	0	18	-2
51. CCNC(=O)C1CCCN(C(=O)c2cc(C)oc2C)CC1 (stereo not drawn)
    3	0.8	-0.5	1	1	0	-3	0	7	-2
52. COc1c(F)c(F)c(C(=O)Nc2c(C)cc(Br)cc2C)c(F)c1F
    8	-1.4	-0.2	0	0	-2	-1	4	0	4
53. COc1ccc(C2=NN(Cc3ccccc3)C3C(=O)NC(=O)C23)cc1 (stereo not drawn)
    -1	1.6	-0.2	1	2	0	2	-3	-9	-5
54. CC/C(=N\NC(=S)NC(C)C)c1ccc(OC(F)F)cc1
    -5	2.9	0.6	10	-10	8	-7	8	-2	7
55. C=CCNC(=O)N1CCC(CO)(Cc2ccc(Cl)cc2)CC1
    0	2.3	0.1	0	-3	-1	-1	-3	3	-2
56. CCCCN(C)C(=O)c1cc2c(Cl)nc3ccccc3c2s1
    -10	0.6	0.2	0	3	0	0	6	8	6
57. CC(C)CNC(=O)C(=O)Nc1cc2c3c(c1)CCC(=O)N3CCC2
    -16	1.1	-0.1	-3	-4	4	-6	2	-5	-2
58. COc1ccc(C(=O)Nc2sc(C)c(C)c2CN2CCOCC2)cc1
    7	6.8	1.6	22*	-2	5	-5	4	-21	3
59. COc1ccc(S(=O)(=O)NC(=O)C2(C)CCN2C(=O)Cc2ccccc2Cl)cc1OC (stereo not drawn)
    5	-0.2	0.9	-1	2	2	6	-3	-5	-6
60. Cc1ccc(OCc2nnc(SCC(=O)N3C(C)CCCC3C)o2)cc1 (stereo not drawn)
    6	0.3	-0.4	-7	-3	6	-6	-2	-6	6
61. CC(C)CCOc1cccc(OCC(=O)N(C)C2CCS(=O)(=O)C2)c1 (stereo not drawn)
    -9	3.1	0.6	1	-1	5	7	4	-6	-21
62. CC(=O)CC[C@@H](C)O[C@@H]1OC(C)[C@H](O)CC1O (stereo partly drawn)
    2	1.9	0.6	2	-2	0	5	4	12	-7
